Screening data deposited in PubChem by several laboratories.
SSB-PriA inh: inhibitors of Klebsiella pneumoniae PriA binding to SSB C-terminal tail; AlphaScreen SSBct-PriA binding, biotinylated peptide; inhibition, % at 33 µM; actives 0.6% (n = 430,000); AID 1272365; in the data active means inhibition mostly above about 37%, no sharp cut-off; inactive means mostly below about 20%;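 further: plate controls were negative control peptide for no effect and reference peptide for full effect; strong numbers were not always called active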
BoNT-A LC inh2: blocks Botulinum neurotoxin A light chain protease; multiplex microsphere protease substrate cleavage, flow cytometry; inhibition, % at 10 µM; actives 0.17% (n = 360,000); further: plate controls were buffer without enzyme for full effect and enzyme alone for no effect
VHR inh abs: DUSP3 (human) phosphatase inhibition; P51452; recombinant VHR phosphatase, pNPP absorbance; inhibition, % at 13.3 µM; actives 0.52% (n = 290,000); AID 1654; in the data active means inhibition above about 50%; further: some compounds called inactive have numbers as strong as hits
Anthrax LF inh2: inhibitors of Bacillus anthracis lethal factor protease; P15917; multiplex microsphere protease cleavage assay, LF; inhibition, % at 10 µM; actives 0.12% (n = 360,000); AID 588501; further: plate controls were buffer without enzyme for full effect and enzyme alone for no effect
Y pestis TopoI: blocks Yersinia pestis topoisomerase I activity; actives 0.064% (n = 360,000); AID 504884; activity, % at 10 µM; Y. pestis Topo-I cleavage product accumulation, plate reader; in the data active means activity above about 50%, passing the limit was not always enough; inconclusive means no clear call, values can overlap the other calls; further: inactives centre near 2
CCHFV vOTU inh: CCHFV vOTU protease inhibition; inhibition, % at 11.5 µM; AID 651958; actives 0.55% (n = 370,000); Pep-AMC fluorescence; in the data active means inhibition above about 30%; further: 0% = vehicle wells with enzyme and 100% = no enzyme wells
Vc quorum ag: quorum light induction in luxS cqsA deficient V. cholerae | V. cholerae BH1578 lux reporter, luminescence, 6 h | activation, % at 18.7 µM | actives 0.16% (n = 350,000) | AID 588436; in the data active means activation mostly above about 9.7%, no sharp cut-off; inconclusive means no clear call, values can overlap the other calls; inactive means mostly below about 3.7%; further: not every result past the cut was called active; inactives centre near 0; reference of the scale not given here
3CLpro inhibitor: SARS-CoV 3CLpro protease inhibition. P0C6X7. AID 1706. inhibition, % at 6 µM. actives 0.14% (n = 290,000). recombinant SARS-CoV 3CLpro, quenched FRET peptide cleavage; in the data active means inhibition above about 12%
TcdB inh: TcdB glycohydrolase inhibition | P18177 | TcdB glycohydrolase enzymatic assay, plate reader | inhibition, % at 9.99 µM | actives 0.24% (n = 350,000) | AID 652162; in the data active means inhibition above about 10%
Target sequence (P18177 whole entry, looked up): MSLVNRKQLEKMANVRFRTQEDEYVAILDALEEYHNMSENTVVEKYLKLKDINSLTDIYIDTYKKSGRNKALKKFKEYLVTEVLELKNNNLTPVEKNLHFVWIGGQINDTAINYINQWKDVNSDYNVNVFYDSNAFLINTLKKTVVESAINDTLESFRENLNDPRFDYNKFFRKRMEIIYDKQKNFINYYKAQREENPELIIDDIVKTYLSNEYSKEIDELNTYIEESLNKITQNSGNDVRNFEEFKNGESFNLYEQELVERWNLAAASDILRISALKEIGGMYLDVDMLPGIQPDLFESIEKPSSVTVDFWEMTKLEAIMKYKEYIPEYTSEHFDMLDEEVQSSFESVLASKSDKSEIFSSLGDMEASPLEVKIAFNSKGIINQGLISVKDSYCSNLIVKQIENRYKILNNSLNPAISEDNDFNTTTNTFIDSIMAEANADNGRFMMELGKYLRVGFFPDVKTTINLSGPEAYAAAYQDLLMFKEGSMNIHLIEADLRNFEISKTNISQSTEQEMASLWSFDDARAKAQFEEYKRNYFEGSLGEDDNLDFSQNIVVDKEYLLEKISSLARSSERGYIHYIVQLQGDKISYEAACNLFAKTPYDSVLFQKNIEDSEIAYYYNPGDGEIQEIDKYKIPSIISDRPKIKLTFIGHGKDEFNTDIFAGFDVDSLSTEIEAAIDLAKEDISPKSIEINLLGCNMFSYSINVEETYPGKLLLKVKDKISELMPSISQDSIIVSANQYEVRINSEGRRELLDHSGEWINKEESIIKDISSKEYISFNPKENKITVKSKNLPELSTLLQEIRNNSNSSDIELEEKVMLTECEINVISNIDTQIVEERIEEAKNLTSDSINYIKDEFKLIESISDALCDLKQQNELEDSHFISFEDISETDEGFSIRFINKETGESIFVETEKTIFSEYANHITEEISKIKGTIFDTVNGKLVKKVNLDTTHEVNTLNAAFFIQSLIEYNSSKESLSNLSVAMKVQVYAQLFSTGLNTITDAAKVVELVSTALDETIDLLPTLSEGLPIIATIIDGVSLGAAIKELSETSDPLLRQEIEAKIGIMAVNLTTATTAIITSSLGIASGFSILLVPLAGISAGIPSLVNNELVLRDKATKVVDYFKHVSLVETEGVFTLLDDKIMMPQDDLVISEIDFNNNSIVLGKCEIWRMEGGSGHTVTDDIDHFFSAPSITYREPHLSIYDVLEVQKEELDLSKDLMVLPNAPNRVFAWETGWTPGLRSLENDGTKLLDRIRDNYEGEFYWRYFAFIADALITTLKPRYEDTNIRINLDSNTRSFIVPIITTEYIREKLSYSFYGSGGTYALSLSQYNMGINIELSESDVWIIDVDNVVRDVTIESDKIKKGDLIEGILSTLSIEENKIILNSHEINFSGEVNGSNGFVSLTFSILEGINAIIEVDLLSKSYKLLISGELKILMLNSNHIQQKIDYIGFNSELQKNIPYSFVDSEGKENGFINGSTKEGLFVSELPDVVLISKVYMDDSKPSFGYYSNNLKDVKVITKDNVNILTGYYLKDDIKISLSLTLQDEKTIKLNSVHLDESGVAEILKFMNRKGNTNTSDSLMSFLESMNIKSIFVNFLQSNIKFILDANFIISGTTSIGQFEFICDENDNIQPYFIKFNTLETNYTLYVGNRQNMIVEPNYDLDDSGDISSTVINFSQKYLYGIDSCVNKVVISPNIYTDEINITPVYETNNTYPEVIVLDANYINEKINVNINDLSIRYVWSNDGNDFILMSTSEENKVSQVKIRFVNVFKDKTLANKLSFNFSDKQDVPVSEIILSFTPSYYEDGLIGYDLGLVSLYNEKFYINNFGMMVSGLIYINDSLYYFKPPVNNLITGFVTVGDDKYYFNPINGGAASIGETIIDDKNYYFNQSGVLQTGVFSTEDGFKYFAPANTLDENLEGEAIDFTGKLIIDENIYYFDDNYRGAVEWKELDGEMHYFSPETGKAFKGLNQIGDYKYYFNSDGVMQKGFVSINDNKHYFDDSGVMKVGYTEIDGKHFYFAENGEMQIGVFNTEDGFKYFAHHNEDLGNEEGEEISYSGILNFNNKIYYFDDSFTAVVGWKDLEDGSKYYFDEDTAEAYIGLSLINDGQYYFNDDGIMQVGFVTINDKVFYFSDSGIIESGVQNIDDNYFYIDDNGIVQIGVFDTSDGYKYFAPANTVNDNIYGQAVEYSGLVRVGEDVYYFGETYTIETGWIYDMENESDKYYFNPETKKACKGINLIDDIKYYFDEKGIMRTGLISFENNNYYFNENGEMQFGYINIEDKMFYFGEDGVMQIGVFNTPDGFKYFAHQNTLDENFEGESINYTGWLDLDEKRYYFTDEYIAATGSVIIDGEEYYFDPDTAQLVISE
PfHsp40 yeast: restores yeast growth despite PfHsp40 toxicity; actives 0.68% (n = 340,000); growth rescue, % at 12.5 µM; AID 504582; S. cerevisiae expressing PfHsp40, growth rescue, ATP luminescence; in the data active means growth rescue above about 28%, passing the limit was not always enough; inconclusive means no clear call, values can overlap the other calls;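 further: yeast W303a lacking pdr1 and pdr3 grown in galactose medium; growth measured after three days at 30 °C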
* hit, by the source's call; i = inactive; ? = inconclusive; nt = no result given; & = joins results of further samples. Unless noted, no stated cut-off is given here; in the data, active means inhibition above about 30%; inconclusive means no clear call, values can overlap the other calls; inactive means below that.

The first eleven entries (preview)
SMILES	SSB-PriA inh	BoNT-A LC inh2	VHR inh abs	Anthrax LF inh2	Y pestis TopoI	CCHFV vOTU inh	Vc quorum ag	3CLpro inhibitor	TcdB inh	PfHsp40 yeast
COc1cc(C(=O)NNC(=O)CCOc2cccc(Br)c2)cc(OC)c1OC	-20	-1.6	nt	-2	-3	0	i	nt	0.7	-0.3
CCOc1ccc(NC(=O)CCNC(=O)N2C[C@H]3C[C@@H](C2)c2cccc(=O)n2C3)cc1	nt	-0.4	37	1	4	0	0.1	5	-0.4	0.2
O=c1c2ccccc2c2c(O)nc(-c3ccccc3)n2n1Cc1ccccc1	0	0.1	19	-1	2	6	i	2	nt	-1.1
Cc1ccc(NC(=O)COC(=O)/C=C/c2cccc(Cl)c2)cc1S(=O)(=O)N1CCOCC1	-13	-0.9	-4	-1	36	0	-0.4	0	-0.5	4.0
CCCCn1nc(C(=O)N2CCc3ccccc32)c2ccccc2c1=O	1	-0.5	-1	-3	-1	4	i	-3	nt	0.4
N#Cc1c(N)nc(N2CCCC2)c(C#N)c1-c1ccc(Cl)cc1	-36	-0.6	-12	-6	0	2	-0.4	0	nt	2.7
Cc1cc(-c2c(C)[nH]n(-c3ccc(Cl)cc3)c2=O)n(-c2ccc(Cl)cc2)n1	-10	-2.2	24	1	-10	-10	-0.4	1	nt	-1.9
CCOC(=O)c1cn2nc(Oc3ccc(NC(C)=O)cc3)ccc2n1	-3	?	9	-18	-10	9	0.1	-6	-0.3	-0.6
COCCCNc1nnc(Cc2ccccc2)c2ccccc12	4	-0.3	9	0	8	-5	-1.0	-1	1.1	0.2
Clc1ccccc1Cc1noc(CN2CCN(Cc3ccccn3)CC2)n1	-6	-1.7	9	-6	10	2	-0.5	2	0.8	0.8
O=S(=O)(CCc1nnc(-c2ccc(Br)cc2)o1)c1ccc(Cl)cc1	-8	nt	23	nt	19	3	i	2	nt	-1.1

This part in full, previewed entries included:
SMILES	SSB-PriA inh	BoNT-A LC inh2	VHR inh abs	Anthrax LF inh2	Y pestis TopoI	CCHFV vOTU inh	Vc quorum ag	3CLpro inhibitor	TcdB inh	PfHsp40 yeast
COc1cc(C(=O)NNC(=O)CCOc2cccc(Br)c2)cc(OC)c1OC	-20	-1.6	nt	-2	-3	0	i	nt	0.7	-0.3
CCOc1ccc(NC(=O)CCNC(=O)N2C[C@H]3C[C@@H](C2)c2cccc(=O)n2C3)cc1	nt	-0.4	37	1	4	0	0.1	5	-0.4	0.2
O=c1c2ccccc2c2c(O)nc(-c3ccccc3)n2n1Cc1ccccc1	0	0.1	19	-1	2	6	i	2	nt	-1.1
Cc1ccc(NC(=O)COC(=O)/C=C/c2cccc(Cl)c2)cc1S(=O)(=O)N1CCOCC1	-13	-0.9	-4	-1	36	0	-0.4	0	-0.5	4.0
CCCCn1nc(C(=O)N2CCc3ccccc32)c2ccccc2c1=O	1	-0.5	-1	-3	-1	4	i	-3	nt	0.4
N#Cc1c(N)nc(N2CCCC2)c(C#N)c1-c1ccc(Cl)cc1	-36	-0.6	-12	-6	0	2	-0.4	0	nt	2.7
Cc1cc(-c2c(C)[nH]n(-c3ccc(Cl)cc3)c2=O)n(-c2ccc(Cl)cc2)n1	-10	-2.2	24	1	-10	-10	-0.4	1	nt	-1.9
CCOC(=O)c1cn2nc(Oc3ccc(NC(C)=O)cc3)ccc2n1	-3	?	9	-18	-10	9	0.1	-6	-0.3	-0.6
COCCCNc1nnc(Cc2ccccc2)c2ccccc12	4	-0.3	9	0	8	-5	-1.0	-1	1.1	0.2
Clc1ccccc1Cc1noc(CN2CCN(Cc3ccccn3)CC2)n1	-6	-1.7	9	-6	10	2	-0.5	2	0.8	0.8
O=S(=O)(CCc1nnc(-c2ccc(Br)cc2)o1)c1ccc(Cl)cc1	-8	nt	23	nt	19	3	i	2	nt	-1.1
Oc1ccc(N2CCN(Cc3nc4ccccc4[nH]3)CC2)cc1	0	-0.4	62	-2	3	-11	-0.2	1	0.1	1.2

Quoted at random: 2 compounds from above.
SMILES	SSB-PriA inh	BoNT-A LC inh2	VHR inh abs	Anthrax LF inh2	Y pestis TopoI	CCHFV vOTU inh	Vc quorum ag	3CLpro inhibitor	TcdB inh	PfHsp40 yeast
Cc1ccc(NC(=O)COC(=O)/C=C/c2cccc(Cl)c2)cc1S(=O)(=O)N1CCOCC1	-13	-0.9	-4	-1	36	0	-0.4	0	-0.5	4.0
N#Cc1c(N)nc(N2CCCC2)c(C#N)c1-c1ccc(Cl)cc1	-36	-0.6	-12	-6	0	2	-0.4	0	nt	2.7

Going on with the list:
SMILES	SSB-PriA inh	BoNT-A LC inh2	VHR inh abs	Anthrax LF inh2	Y pestis TopoI	CCHFV vOTU inh	Vc quorum ag	3CLpro inhibitor	TcdB inh	PfHsp40 yeast
COc1ccc(C(=O)N2CCN(c3ccccn3)CC2)cc1[N+](=O)[O-]	-2	-0.4	23	5	0	3	-0.5	2	0.3	2.9
COc1ccc(C(=O)NC(=S)Nc2ccc(Cl)c(C(=O)O)c2)cc1	-10	-0.1	-3	0	-4	3	i	-1	-0.5	0.6
CCCCCCN=C(C)c1c(O)n(Cc2ccccc2)c(=O)[nH]c1=O	-8	1.0	10	6	14	4	nt	8	nt	0.2
N#C/C(=C\c1ccccn1)c1ccccn1	-4	-4.3	10	2	6	-7	i	3	0.2	0.0
CCOc1ccccc1C(=O)NCc1ccco1	1	-0.5	15	1	5	9	-25	-4	nt	-0.1
CCOc1cc2[nH]c(=O)n(Cc3ccc(C(=O)NCCCN4CCCC4=O)cc3)c(=O)c2cc1OCC	1	-0.5	-6	-2	-4	-9	-0.2	1	-0.1	-0.5
COC(=O)c1c(NC(=O)c2ccccc2)sc(Cc2ccccc2)c1C	-16	0.3	-4	6	6	-2	i	4	nt	0.8
CC1(OC(=O)c2cccs2)C(=O)C=C2C=C(C3CC3)OC=C2C1=O (stereo unspecified)	6	-0.1	nt	2	10	2	0.8	nt	0.9	-3.2
CCN(CC)S(=O)(=O)c1ccc2c(c1)N(CC(=O)NCCN1CCOCC1)C(=O)CO2	0	-1.3	-26	-1	1	5	i	-1	-0.1	-0.5
CCCCOC(=O)C1=C(N)OC2=C(C(=O)CCC2)[C@]12C(=O)N(C)c1ccccc12	-11	0.3	32	0	-8	3	-0.4	5	nt	1.6
Cc1c(C(=O)NNC(=O)Nc2ccc([N+](=O)[O-])cc2)oc2ccccc12	-2	2.7	32	-1	-13	21	0.6	10	-4.2	0.2
COc1ccc(N(CC(=O)Nc2ccc(C)c(C)c2)C2=NC3CS(=O)(=O)CC3S2)cc1 (stereo unspecified)	-2	-0.6	17	-1	-1	-6	-0.3	-1	1.1	1.7
O=C(Nc1ccc2c(c1)OCCO2)c1cc(F)c(F)cc1Cl	-26	1.3	-12	8	0	-5	-0.2	-3	0.3	2.0
CC1(C)Cc2nc3sc4c(SCC(=O)O)ncnc4c3cc2CO1	6	-0.1	14	-10	-7	-16	-0.5	-2	0.7	-0.6
CCOC(=O)Cc1csc(SCC(=O)NC2CCCCC2)n1	4	0.6	-6	1	-9	3	-0.8	2	0.4	-0.7
O=C(N/N=C/c1cccc(OCc2ccccc2)c1)c1cccs1	nt	0.2	12	1	-1	2	-0.3	3	nt	0.3
O=C(Nc1cccnc1)c1ccc(S(=O)(=O)N2CCCCCC2)cc1	-6	1.0	33	-11	-3	13	0.9	-2	nt	-0.9
CC(C)c1ccc(/C=C(\NC(=O)c2ccccc2)C(=O)NCCCn2ccnc2)cc1	-1	3.5	-26	-2	14	18	i	0	0.9	1.9
CCc1nc(Nc2ccccc2)c2nnn(Cc3ccccc3)c2n1	-19	0.2	0	7	-15	4	0.0	1	0.3	6.0
O=C(CSc1c[nH]c2ccccc12)NC1CCCC1	-8	-1.3	14	3	27	3	i	-1	-0.3	1.0
Cc1cc(C)c(C)c(S(=O)(=O)N2CCC(C(=O)NCCCN3CCCC3=O)CC2)c1C	1	0.1	nt	-9	8	1	i	nt	-0.8	-0.9
COc1ccc(OC)c(C(=O)CCCCC(=O)c2cc(OC)ccc2OC)c1	nt	-0.5	nt	-11	16	1	0.7	nt	0.1	nt
Cc1ccc(S(=O)(=O)N2CCCC2)cc1C(=O)NCC(C)(C)N1CCOCC1	-4	1.2	nt	3	0	1	i	nt	7.8	-1.0
CN(Cc1cnc2nc(N)nc(N)c2n1)c1ccc(C(=O)NC(CCC(=O)O)C(=O)O)cc1 (stereo unspecified)	-5	0.7	nt	-2	7	-76	i	nt	1.9	0.2
Cc1ccc(C(=O)NC2CCN(C(=O)NC3CCCCC3)CC2)cc1	-1	0.1	0	2	-2	-2	i	-8	nt	-0.7
Clc1ccc(-c2ncc3ccccn23)cc1	-7	51*	4	22	2	-13	-0.3	-1	0.9	0.7
COc1ccc(-c2ccc(CN3C(CC(C)C)C(=O)N(Cc4cn(CC5CCCCC5)nn4)CCS3(=O)=O)cc2)cn1 (stereo unspecified)	nt	-0.1	nt	3	20	14	-0.7	nt	-0.4	nt
O=C(Cc1ccc([N+](=O)[O-])cc1)N1N=C(C2CC2)CC1(O)C(F)(F)F (stereo unspecified)	-20	-0.4	-18	1	7	-13	-0.3	3	1.3	-0.4
COc1ccccc1CNC(=O)C(=O)NCC1OCCN1S(=O)(=O)c1ccc(Br)cc1 (stereo unspecified)	-2&4	-1.8	-3	1	-3	0	-0.4	6	-0.3	2.1
COC(=O)CC1COc2ccccc2N1S(=O)(=O)c1ccc(Br)cc1 (stereo unspecified)	-21	-4.3	9	-8	12	-8	i	3	2.1	0.8
CCCCc1cc(=O)oc2cc(C)cc(OCC(=O)N3CCC(C(N)=O)CC3)c12	2	0.3	21	-1	0	-9	-0.6	-2	-0.4	-1.6
CC(=O)Nc1ccc(Nc2cc(C)nc(Nc3ccc(NC(C)=O)cc3)n2)cc1	30	-8.6	nt	-8	-21	-5	i	nt	1.8	2.7
COc1ccccc1-c1nnc(SCC(=O)Nc2ccc(S(N)(=O)=O)cc2)n1N	-10	0.4	-8	-4	9	4	-0.2	1	1.0	1.4
COc1cc(Br)cc(/C=N/N(CCO)C2=NS(=O)(=O)c3ccccc32)c1OC	nt	0.4	nt	4	15	24	-0.8	-7	0.0	-0.6
Cc1ccc(NC(=O)CCn2c(=O)oc3ccccc32)c(C)c1	-13	0.2	6	-3	-2	-3	-0.1	0	nt	-0.2
COc1ccc(CNC(=O)CNS(=O)(=O)c2cccs2)cc1	4	0.5	17	7	-1	3	-0.8	-1	-0.6	0.1
CCOc1ccc(S(=O)(=O)c2c(C(=O)c3ccccc3)cnc3cc4c(cc23)OCCO4)cc1	14	8.1	40	3	-6	3	-0.3	3	0.4	0.6
NS(=O)(=O)c1cccc(NC(=O)COc2ccc([N+](=O)[O-])cc2)c1	2	-0.5	-3	-2	-4	-1	-0.5	3	0.7	0.4
Cc1ccc(C(=O)Nc2ccc(N3CCCC3)cc2)c(C)c1	12	-2.6	-14	-28	-3	-2	i	-1	0.7	0.8
Oc1ccc(/C=N/NC(=S)NC2CC3CCC2C3)cc1 (stereo unspecified)	nt	0.3	2	-5	-7	-1	-0.4	4	7.0	3.9
CNCCc1ccc(O)c(O)c1	-1	-0.4	nt	-13	-1	-1	i	nt	-2.1	-1.2

This is a subset; rates above refer to the full screens.
